Assay outcomes from PubChem.
RTF Ca sens act = increases calcium sensitivity of human cardiac regulated thin filaments. P19429+P45379. IANBD-labeled TnC RTF fluorescence at EC20 calcium; 0% EC20 calcium, 100% full calcium. activation, % at 7.2 µM. 340,000 compounds, 0.24% hits;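 active = activation above the mean over all tested compounds plus 3 SD, cut at about 30% in these data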;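 note: rise in fluorescence read as greater calcium sensitivity of cardiac thin filaments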
dFosB activator = activators of mouse delta FosB homodimer. 340,000 compounds, 0.99% hits. purified delta FosB, TAMRA-CDK5 oligo fluorescence polarization; percent of positive-control signal above neutral wells. activation, % at 25 µM;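 active = mean activation above about 17%, with every replicate also reaching it, limit read from the data, passing the limit was not always enough; inconclusive = only one of the two conditions met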;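 note: fluorescence polarization rise as delta FosB binds a TAMRA Cdk5 AP-1 oligo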
Target sequence (P13346 whole entry, looked up): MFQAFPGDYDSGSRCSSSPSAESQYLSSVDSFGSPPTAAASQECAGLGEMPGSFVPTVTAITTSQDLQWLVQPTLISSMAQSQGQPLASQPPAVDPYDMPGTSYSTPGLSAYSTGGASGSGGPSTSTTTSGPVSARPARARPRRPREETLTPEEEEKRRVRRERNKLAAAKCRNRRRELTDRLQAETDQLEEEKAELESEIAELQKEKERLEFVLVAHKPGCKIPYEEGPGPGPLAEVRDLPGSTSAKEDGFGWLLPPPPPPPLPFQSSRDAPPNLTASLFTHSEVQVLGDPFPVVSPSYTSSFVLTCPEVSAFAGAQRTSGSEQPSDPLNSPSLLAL
Rtt109 HAT inh = blocks Candida albicans Rtt109/Vps75 acetyltransferase activity; Q5AAJ8; purified Rtt109/Vps75, ThioGlo CoA-SH fluorescence, 4 h; inhibition, % at 34.9 µM; 330,000 compounds, 0.16% hits; AID 540336;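 active = inhibition of at least 50% in every replicate; inconclusive = best replicate reaches 50% inhibition but some replicates fall short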
SR-BI DiI-HDL act = activators of SR-BI mediated HDL lipid uptake | AID 504775 | CHO ldlA[mSR-BI] cells, DiI-HDL uptake fluorescence, 3 h; 100 = double the neutral-control signal | 320,000 compounds, 0.096% hits | activation, % at 12.5 µM;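 active = mean replicate activation of at least 60% and every replicate at or above 60%; inconclusive = mean or all-replicate condition met, but not both; inactive = mean below 60% and not all replicates reaching 60%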;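 note: 0% = median plate neutral-control signal and 100% = twice that signal; values of inactives mirror those of a sister screen read the other way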
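System: LDL receptor-deficient CHO ldlA cells overexpressing murine SR-BI | Timing: 3 h uptake period with compound, 37 °C | Medium: HEPES-buffered (25 mM, pH 7.4) F12 plus 0.5% BSA | Dosing: Single-point compound dose | Signal: Bottom-read fluorescence, 550/595 nm | Read-out: Retained DiI signal reflecting DiI-HDL uptake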
MITF TRPM1 HTS = activators of MITF-driven TRPM1 promoter activity in SK-MEL-5 cells | SK-MEL-5 TRPM1-promoter luciferase, 24 h; % of positive control, neutral wells = 0 | activation, % at 12.5 µM | 300,000 compounds, 0.75% hits;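 active = mean activation of at least 80% with every replicate also reaching 80%; inconclusive = mean reaches 80% but some replicate falls short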;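 note: 0% = neutral control wells and 100% = parthenolide positive control wells; values of inactives mirror those of a sister screen read the other way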
CDK5 p35 inh = inhibitors of human CDK5/p35 kinase; Recombinant CDK5/p35, ADP-Glo luminescence, 60 min; inhibition, % at 10 µM; 330,000 compounds, 0.01% hits;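 active = highest replicate inhibition of at least 50% and at least 75% of replicates reaching 50%; inconclusive = only one of the two criteria met; inactive = both criteria failed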;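 note: plate controls were DMSO neutral control for no effect and GW8510 at 10 µM for full effect; many of its hits are not listed in these tables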
PvdQ inh = blocks Pseudomonas aeruginosa PvdQ acylase activity. purified PvdQ acylase, fluorescence plate reader. inhibition, % at 10 µM. 340,000 compounds, 0.063% hits; in the data active = inhibition above about 30%, passing the limit was not always enough; inconclusive = no clear call, values can overlap the other calls;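 note: 0% = vehicle neutral wells and 100% = reference inhibitor wells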
HTR5A ag = counter-screen for OPRM1-OPRD1 agonists: human HTR5A agonism; P47898; HTR5A agonist assay, luminescence, cell-based; activation, % at 9.3 µM; 340,000 compounds, 0.61% hits; AID 504692; in the data active = activation mostly above about 9.5%, no sharp cut-off; inactive = mostly below about 7.6%;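 note: 0% = cells with vehicle only and 100% = reference agonist; strong numbers were not always called active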
Wnt act = activates Wnt/beta-catenin signaling in a reporter cell assay | activator, plate reader | activation, % at 9.35 µM | 300,000 compounds, 1.2% hits | AID 743398; in the data active = activation above about 30%, passing the limit was not always enough; inconclusive = no clear call, values can overlap the other calls;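 note: 0% = neutral control wells and 100% = positive control wells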
SR-BI HDL uptake = inhibitors of mouse SR-BI mediated HDL lipid uptake; Q61009; ldlA[mSR-BI] CHO cells, DiI-HDL uptake fluorescence, 3 h; inhibition, % at 12.5 µM; 320,000 compounds, 0.96% hits; AID 488896;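 active = mean replicate inhibition of at least 70% and a set share of replicates each scoring 70 or more; inconclusive = meets just one of the two criteria; inactive = fails both criteria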;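 note: 0% = median of neutral control wells and 100% = median of positive control wells; values of inactives mirror those of a sister screen read the other way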
Target sequence (Q61009 whole entry, looked up): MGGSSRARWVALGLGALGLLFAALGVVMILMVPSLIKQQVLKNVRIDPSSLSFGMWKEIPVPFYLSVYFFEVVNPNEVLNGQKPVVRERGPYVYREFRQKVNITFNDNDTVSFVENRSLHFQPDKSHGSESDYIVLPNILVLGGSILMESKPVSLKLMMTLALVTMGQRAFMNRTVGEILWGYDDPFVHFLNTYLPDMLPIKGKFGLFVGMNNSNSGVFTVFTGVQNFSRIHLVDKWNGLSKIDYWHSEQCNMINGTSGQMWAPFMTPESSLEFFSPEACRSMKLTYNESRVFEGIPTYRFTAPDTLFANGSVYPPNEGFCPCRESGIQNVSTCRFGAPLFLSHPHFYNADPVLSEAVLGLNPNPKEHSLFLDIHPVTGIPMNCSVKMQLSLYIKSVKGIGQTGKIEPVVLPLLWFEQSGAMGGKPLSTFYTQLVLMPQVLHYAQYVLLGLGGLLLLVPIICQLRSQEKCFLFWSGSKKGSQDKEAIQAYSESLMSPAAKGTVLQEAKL
Starred values were filed as active, the others as inactive.

Screening CCCCOP(=O)(c1ccc(N(C)C)cc1)C(O)c1ccccc1F (stereo not drawn) returned RTF Ca sens act 12, dFosB activator 0, Rtt109 HAT inh -4, SR-BI DiI-HDL act 2, MITF TRPM1 HTS 3, CDK5 p35 inh 0.0, PvdQ inh 11, HTR5A ag 2, Wnt act -2 and SR-BI HDL uptake -2.
Screening CCOc1cc(/C=N/NC(=O)c2cccnc2)ccc1OC(=O)c1ccco1 returned RTF Ca sens act 5, dFosB activator -21, SR-BI DiI-HDL act inconclusive, MITF TRPM1 HTS -2, CDK5 p35 inh -1.2, PvdQ inh -10, HTR5A ag 0, Wnt act -1 and SR-BI HDL uptake -98.
COC(=O)c1ccc(Cn2nc(C)c(Br)c2C)cc1 was read as RTF Ca sens act 5, dFosB activator -6, Rtt109 HAT inh 7, SR-BI DiI-HDL act -20, MITF TRPM1 HTS 15, CDK5 p35 inh 0.8, PvdQ inh -10, HTR5A ag -3 and SR-BI HDL uptake 20.
CCOC(=O)C1=CN(Cc2cccc(F)c2)S(=O)(=O)N(CC)C1c1ccc(F)c(Cl)c1 (stereo not drawn) was read as RTF Ca sens act -1, dFosB activator 1, Rtt109 HAT inh 0, SR-BI DiI-HDL act -21, MITF TRPM1 HTS -31, CDK5 p35 inh 2.0, PvdQ inh -1, HTR5A ag 3, Wnt act 0 and SR-BI HDL uptake 21.
Screening O=C(Nc1cccc(O)c1)c1ccc(S(=O)(=O)N2CCCCCC2)cc1 returned RTF Ca sens act -2, dFosB activator -6, Rtt109 HAT inh 8, SR-BI DiI-HDL act -24, MITF TRPM1 HTS 23, CDK5 p35 inh -0.1, PvdQ inh -4, HTR5A ag 3, Wnt act 1 and SR-BI HDL uptake 24.
For O=C(Nc1ccc(C(=O)N2CCN(c3ccccn3)CC2)cc1)c1ccc(Br)o1 the results were RTF Ca sens act 6, dFosB activator 1, Rtt109 HAT inh 8, SR-BI DiI-HDL act -49, MITF TRPM1 HTS 4, CDK5 p35 inh -0.6, PvdQ inh -12, HTR5A ag -1, Wnt act 0 and SR-BI HDL uptake 49.
Screening O=C(/C(=C\c1ccccc1)c1nc2ccccc2[nH]1)c1ccc(Cl)cc1 returned RTF Ca sens act -3, dFosB activator -1, Rtt109 HAT inh -6, SR-BI DiI-HDL act -7, MITF TRPM1 HTS -18, CDK5 p35 inh -0.2, PvdQ inh 3, HTR5A ag -2 and SR-BI HDL uptake 7.
CCN(CC(=O)NCc1ccc(Cl)cc1)C(=O)c1cc2ccccc2o1 was read as RTF Ca sens act 2, dFosB activator 3, Rtt109 HAT inh 6, SR-BI DiI-HDL act -10, MITF TRPM1 HTS 4, CDK5 p35 inh 0.6, PvdQ inh -10, HTR5A ag 5, Wnt act 0 and SR-BI HDL uptake 10.
Screening Cc1cc(=O)oc2cc(NC(=O)c3ccc(OC(F)F)cc3)ccc12 returned RTF Ca sens act 2, dFosB activator 4, Rtt109 HAT inh -3, SR-BI DiI-HDL act -44, MITF TRPM1 HTS 86*, CDK5 p35 inh -0.2, PvdQ inh -14, HTR5A ag -1, Wnt act 11 and SR-BI HDL uptake 44.
For O=C1CN(S(=O)(=O)c2ccc(Cl)cc2C(F)(F)F)CCN1 the results were RTF Ca sens act 5, dFosB activator -5, Rtt109 HAT inh -2, SR-BI DiI-HDL act 27, MITF TRPM1 HTS 4, CDK5 p35 inh 0.4, PvdQ inh -6, HTR5A ag 2, Wnt act -2 and SR-BI HDL uptake -27.
For COc1ccc([N+](=O)[O-])cc1NC(=O)CSCc1ccccc1 the results were RTF Ca sens act -4, dFosB activator -8, Rtt109 HAT inh -5, SR-BI DiI-HDL act -57, MITF TRPM1 HTS 13, CDK5 p35 inh -0.2, PvdQ inh 7, HTR5A ag -1, Wnt act -9 and SR-BI HDL uptake 57.
CCOc1cc(C2NC(=S)NC(C)=C2C(=O)Nc2ccccc2)ccc1O (stereo not drawn) was read as RTF Ca sens act -2, dFosB activator -10, Rtt109 HAT inh 1, MITF TRPM1 HTS -3, CDK5 p35 inh 1.3, PvdQ inh -13, HTR5A ag 1 and Wnt act -1.
Cc1ccc(-c2nnn(CC(=O)NC(=O)NC3CCCCC3)n2)cc1 was read as RTF Ca sens act -13, dFosB activator -4, Rtt109 HAT inh -5, SR-BI DiI-HDL act 22, MITF TRPM1 HTS 1, CDK5 p35 inh -3.3, PvdQ inh -16, HTR5A ag 2, Wnt act -2 and SR-BI HDL uptake -22.
Screening Cc1ccc2c(c1)C(c1ccccc1)N(C(=O)c1cccc([N+](=O)[O-])c1)CC(=O)N2 (stereo not drawn) returned RTF Ca sens act 0, dFosB activator -13, Rtt109 HAT inh -32, SR-BI DiI-HDL act 4, MITF TRPM1 HTS 2, CDK5 p35 inh -0.1, PvdQ inh -13, HTR5A ag 9, Wnt act 0 and SR-BI HDL uptake -4.
Screening C/C(N)=C(/C#N)C(=O)CSc1nc(-c2ccccc2)c(-c2ccccc2)o1 returned RTF Ca sens act -4, dFosB activator -9, Rtt109 HAT inh 2, CDK5 p35 inh -1.5, PvdQ inh -9, HTR5A ag 4 and Wnt act -1.
For c1csc(-c2cnc3n2CCCC3)c1 the results were RTF Ca sens act 0, dFosB activator 3, Rtt109 HAT inh 0, SR-BI DiI-HDL act 40, MITF TRPM1 HTS -4, CDK5 p35 inh -0.5, PvdQ inh -11, HTR5A ag 1 and SR-BI HDL uptake -40.
`O=C(Cc1ccc(Cl)cc1)Nc1ccc(N2CCN(C(=O)c3ccco3)CC2)c(Cl)c1` gave RTF Ca sens act 0, dFosB activator 8, Rtt109 HAT inh 11, SR-BI DiI-HDL act -15, MITF TRPM1 HTS -14, CDK5 p35 inh 0.9, PvdQ inh 0, HTR5A ag 0 and SR-BI HDL uptake 15.
For CCC(C)N1CCN(C(=O)c2cccs2)CC1 (stereo not drawn) the results were RTF Ca sens act 5, dFosB activator -6, Rtt109 HAT inh -3, SR-BI DiI-HDL act 19, MITF TRPM1 HTS 12, CDK5 p35 inh 0.9, PvdQ inh -5, HTR5A ag 5 and SR-BI HDL uptake -19.
Screening CC[n+]1c(/C=C/c2cc([N+](=O)[O-])ccc2O)ccc2ccccc21 returned RTF Ca sens act 1, dFosB activator -16, Rtt109 HAT inh -3, SR-BI DiI-HDL act -20, CDK5 p35 inh 0.8, PvdQ inh -14, HTR5A ag 1, Wnt act -2 and SR-BI HDL uptake 20.
For O=C(Nc1cccc(-c2cc3ccccc3oc2=O)c1)c1ccc(Br)o1 the results were RTF Ca sens act -9, dFosB activator 0, Rtt109 HAT inh 6, SR-BI DiI-HDL act -49, MITF TRPM1 HTS 1, CDK5 p35 inh 0.8, PvdQ inh 5, HTR5A ag -6 and SR-BI HDL uptake 49.
For COCCCNC(=O)CN(C1CCCCC1)S(=O)(=O)c1ccc(C)cc1 the results were RTF Ca sens act 1, dFosB activator -6, Rtt109 HAT inh 6, SR-BI DiI-HDL act 9, MITF TRPM1 HTS 10, CDK5 p35 inh 2.3, PvdQ inh -15, HTR5A ag -4, Wnt act -2 and SR-BI HDL uptake -9.
Screening Cc1ccc(S(=O)(=O)N2CCCC(C(=O)NCC3COCCO3)C2)cc1 (stereo not drawn) returned RTF Ca sens act 0, dFosB activator -2, Rtt109 HAT inh 1, SR-BI DiI-HDL act 8, MITF TRPM1 HTS 4, CDK5 p35 inh 1.0, PvdQ inh -12, HTR5A ag 1 and SR-BI HDL uptake -8.
Screening Cc1csc(NC(=O)CN(C)S(=O)(=O)c2cccc3cccnc23)n1 returned RTF Ca sens act 1, dFosB activator -11, Rtt109 HAT inh 0, SR-BI DiI-HDL act -9, MITF TRPM1 HTS 1, CDK5 p35 inh 0.7, PvdQ inh -7, HTR5A ag 1, Wnt act -2 and SR-BI HDL uptake 9.
Screening CC1CCN(C(=O)c2ccc3ccccc3c2)CC1 returned RTF Ca sens act 4, dFosB activator -10, Rtt109 HAT inh -4, SR-BI DiI-HDL act 12, MITF TRPM1 HTS 72, CDK5 p35 inh 0.4, PvdQ inh 1, HTR5A ag 6, Wnt act 28 and SR-BI HDL uptake -12.
`Cc1c(OC(C)C(=O)NCc2ccccn2)ccc2c3c(c(=O)oc12)CCCC3` (stereo not drawn) gave RTF Ca sens act 2, dFosB activator -19, Rtt109 HAT inh 1, SR-BI DiI-HDL act -21, MITF TRPM1 HTS 4, CDK5 p35 inh 1.0, PvdQ inh -14, HTR5A ag -3, Wnt act -1 and SR-BI HDL uptake 21.
`Cc1cccc(CCN=c2c([N+](=O)[O-])nn(-c3ccccc3)n2O)c1` gave RTF Ca sens act -8, dFosB activator -2, SR-BI DiI-HDL act 6, MITF TRPM1 HTS -8, CDK5 p35 inh -0.9, PvdQ inh 9, HTR5A ag 9, Wnt act 0 and SR-BI HDL uptake -6.
CC(C)(C)c1ccc(C(=O)N2CCC(C(=O)NC3CC3)CC2)cc1 was read as RTF Ca sens act -6, dFosB activator 5, Rtt109 HAT inh -1, MITF TRPM1 HTS 24, CDK5 p35 inh -0.1, PvdQ inh 2, HTR5A ag 6 and Wnt act -1.
Screening COc1ccccc1N1CCN(CC(O)c2c(C)[nH]c3ccccc23)CC1 (stereo not drawn) returned RTF Ca sens act -8, dFosB activator 0, Rtt109 HAT inh -1, SR-BI DiI-HDL act -5, MITF TRPM1 HTS -9, CDK5 p35 inh -0.3, PvdQ inh 13, HTR5A ag 5, Wnt act 1 and SR-BI HDL uptake 5.
`CCOC(=O)c1c(NC(=O)COc2cccc3c2CCN(C)C3=O)sc2c1CCC2` gave RTF Ca sens act 2, dFosB activator -8, Rtt109 HAT inh 3, SR-BI DiI-HDL act -15, MITF TRPM1 HTS -6, CDK5 p35 inh 0.6, PvdQ inh -11, HTR5A ag 5, Wnt act -1 and SR-BI HDL uptake 15.
O=C(c1nc2nc(-c3cccs3)cc(C(F)(F)F)n2n1)N1CCN(Cc2ccccc2)CC1 was read as RTF Ca sens act -2, dFosB activator -1, Rtt109 HAT inh -304, SR-BI DiI-HDL act -52, MITF TRPM1 HTS -1, CDK5 p35 inh 7.7, PvdQ inh 8, HTR5A ag -5 and SR-BI HDL uptake 52.
`COc1ccc2[nH]c3c(NCCN(C(C)C)C(C)C)ncnc3c2c1` gave RTF Ca sens act -2, dFosB activator 1, Rtt109 HAT inh 17, SR-BI DiI-HDL act 33, MITF TRPM1 HTS 24, CDK5 p35 inh 2.3, PvdQ inh 3, HTR5A ag -2, Wnt act 0 and SR-BI HDL uptake -33.
For COc1cccc(N2CC(C(=O)Nc3nnc(SCC(=O)N4CCOCC4)s3)CC2=O)c1 (stereo not drawn) the results were RTF Ca sens act -2, dFosB activator -16, Rtt109 HAT inh -7, SR-BI DiI-HDL act 0, MITF TRPM1 HTS -7, CDK5 p35 inh -0.8, PvdQ inh -6, HTR5A ag -4, Wnt act 0 and SR-BI HDL uptake 0.
For Cc1cc(NC(=O)COC(=O)c2ccc(NS(=O)(=O)c3ccc(C)c(C)c3)cc2)no1 the results were RTF Ca sens act -2, dFosB activator -4, Rtt109 HAT inh 1, SR-BI DiI-HDL act 8, MITF TRPM1 HTS 5, CDK5 p35 inh 2.1, PvdQ inh -11, HTR5A ag -3 and SR-BI HDL uptake -8.
